LDHA block: LDHA (human) enzyme inhibition; 480,000 compounds, 0.15% hits; purified LDHA, NADH/diaphorase-resazurin fluorescence; stronger effect = lower value; P00338; activity change, % (values are at about 110 or 230 µM); in the data active means activity change below about -30%; inconclusive means mostly about -25% to -30%;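 further: plate controls were DMSO wells for no effect and wells without enzyme for full effect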
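Resorufin fluorescence (ex540/em590), read at 0 and 20 min after diaphorase/resazurin addition, reports the NADH left after a 5 min room-temperature reaction of 2 nM human LDH5 with 0.06 mM NADH and 0.2 mM pyruvate.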
12-LOX inh: inhibitors of human 12S-lipoxygenase ALOX12. P18054. purified 12hLO, xylenol orange hydroperoxide absorbance. Potency, µM (highest dose often 108 µM), without a hit: top-dose activity change, negative = inhibition, usual class: inhibitors. 580,000 compounds, 1.1% hits. AID 1671190; active means well fitted inhibition curve with a large enough effect; inconclusive means small, poorly fitted or top-dose-only effect, or another doubt; inactive means no such curve, though single readings can be large or run the other way; further: potency means the concentration at half of the fitted maximal effect
Target sequence (P18054 whole entry, looked up): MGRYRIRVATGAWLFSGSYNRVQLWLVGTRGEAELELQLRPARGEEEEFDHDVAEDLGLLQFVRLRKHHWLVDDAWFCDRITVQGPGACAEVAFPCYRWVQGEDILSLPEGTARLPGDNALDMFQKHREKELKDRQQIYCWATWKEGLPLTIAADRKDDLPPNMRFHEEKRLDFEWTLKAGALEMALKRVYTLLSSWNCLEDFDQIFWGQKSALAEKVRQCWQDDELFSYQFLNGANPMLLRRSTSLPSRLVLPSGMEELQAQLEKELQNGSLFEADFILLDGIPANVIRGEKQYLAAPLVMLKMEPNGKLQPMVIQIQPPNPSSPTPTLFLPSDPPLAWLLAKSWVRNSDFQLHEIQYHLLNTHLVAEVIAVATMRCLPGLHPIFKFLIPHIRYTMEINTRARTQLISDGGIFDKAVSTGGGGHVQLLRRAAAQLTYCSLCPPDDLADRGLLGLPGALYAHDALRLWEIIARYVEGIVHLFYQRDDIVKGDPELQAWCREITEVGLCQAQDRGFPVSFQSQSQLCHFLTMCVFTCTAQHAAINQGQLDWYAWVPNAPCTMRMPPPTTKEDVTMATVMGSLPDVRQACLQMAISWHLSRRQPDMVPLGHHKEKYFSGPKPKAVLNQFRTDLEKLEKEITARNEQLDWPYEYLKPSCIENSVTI
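Purified human 12hLO (150 nM final) in 25 mM Hepes, 0.01% Triton X-100, pH 7.0 was preincubated 15 min at room temperature with compound. Then 40 uM arachidonic acid was added, 30 min. Hydroperoxide was read by Fe-XO absorbance ratio 573/405 nm.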
* hit, by the source's call; ? = inconclusive; [ ] = dose if it differs, or a comment. Unless noted, on the % scale 0 is the no-effect control and ±100 the full control effect. Some of the compounds tested (hit frequency here may not be typical).

Preview (6 entries):
entry	molecule	LDHA block	12-LOX inh
1	COC(=O)[C@]12CCCCC=C1N(Cc1ccc3c(c1)OCO3)C(=O)[C@H](CC(=O)NCCc1ccccc1OC)C2	5	1%
2	CC1=C(C(=O)Nc2ccccc2)C(c2cccs2)n2nc(-c3ccccc3)nc2N1 (stereo unspecified)	19	6%
3	N#Cc1cnc(Nc2nc3ccccc3o2)nc1-c1ccc(Cl)cc1	-2	36%
4	O=C(NCc1cccnc1)c1ccc2ccccc2n1	-7	-5%
5	CCS(=O)(=O)Nc1ccc(C2=NN(C(=O)c3ccco3)C(c3ccc(OC)cc3)C2)cc1 (stereo unspecified)	2	-17%
6	Cc1ccc(N=C/C(=C/Nc2ccc(C)cc2)[N+](=O)[O-])cc1	-6	4%

This part in full (from the top)
entry	molecule	LDHA block	12-LOX inh
1	COC(=O)[C@]12CCCCC=C1N(Cc1ccc3c(c1)OCO3)C(=O)[C@H](CC(=O)NCCc1ccccc1OC)C2	5	1%
2	CC1=C(C(=O)Nc2ccccc2)C(c2cccs2)n2nc(-c3ccccc3)nc2N1 (stereo unspecified)	19	6%
3	N#Cc1cnc(Nc2nc3ccccc3o2)nc1-c1ccc(Cl)cc1	-2	36%
4	O=C(NCc1cccnc1)c1ccc2ccccc2n1	-7	-5%
5	CCS(=O)(=O)Nc1ccc(C2=NN(C(=O)c3ccco3)C(c3ccc(OC)cc3)C2)cc1 (stereo unspecified)	2	-17%
6	Cc1ccc(N=C/C(=C/Nc2ccc(C)cc2)[N+](=O)[O-])cc1	-6	4%
7	COc1ccc(NC(=O)C(c2ccccc2F)n2c(=O)c(-c3ccco3)nc3ccccc32)cc1 (stereo unspecified)	0	?
8	CCC(=O)Oc1cc2c(c3oc(=O)cc(-c4ccccc4)c13)CCC(C)(C)O2	12	9%
9	CC(=O)c1ccc(NC(=O)CN(Cc2ccc3c(c2)OCO3)C2CCCC2)cc1	11	33%
10	O=C(O)/C=C/c1cc(C(F)(F)F)ccc1Cl	2	3%
11	CCc1ccc(Nc2ncnc3c2cnn3-c2cccc(C)c2)cc1	12	?
12	COc1cc(C(=O)Nc2ccc3oc(-c4ccc(F)cc4)cc(=O)c3c2)cc(OC)c1OC	-5	42%[activator]
13	Cc1ccc(-c2nc3cc(NC(=O)COc4ccc([N+](=O)[O-])cc4)ccc3o2)cc1C	-10	9%
14	COc1ccc(OC)c(-c2cc(C(=O)N(C)C)no2)c1	11	5%
15	CCc1ccccc1N(C(C)=O)c1nc(COc2ccccc2C(N)=O)cs1	-30*	15%
16	CC1CCCCN1CCNC(=O)C12CC3CC(CC(C3)C1)C2 (stereo unspecified)	0	-2%
17	CCOc1cc(C)ccc1OCc1nnc(SCC(=O)NC2CCCCC2)n1C	-13	15%
18	CC(C)n1nc(C(=O)Nc2nc(-c3ccc(F)cc3)cs2)c2ccccc2c1=O	0	19%
19	CCCn1c(=O)[nH]c(=O)c2c(C(=O)O)cc(C(C)C)nc21	1	?
20	O=C(CCc1ccc2ccccc2n1)NCCc1ccc(C(F)(F)F)cc1	1	-18%
21	CC(C)C(=O)NCc1ccccc1	2	-8%
22	Cc1[nH]c2ccc(F)cc2c1C=O	?	5%
23	O=C(O)CCC(=O)N1N=C(c2ccc(F)cc2)CC1c1ccc2nccnc2c1 (stereo unspecified)	-4	-23%
24	COc1ccc(NC(=O)Nc2nnc(-c3ccccc3)s2)cc1	1	9%
25	CCn1c(CSc2n[nH]c(-c3ccccc3)n2)nc2cc(S(=O)(=O)N(C)C)ccc21	-1	33%[activator]
26	Cc1cc(F)ccc1NC(=O)C1CCN(c2nc3ccccc3o2)CC1	0	?
27	Cc1ccc(-c2ccc(N)cc2)cc1	11	?
28	COC(=O)[C@@]1(Cc2ccc(OC)cc2)[C@H]2c3cc(C(=O)N4CCCC4)n(Cc4ccc(Cl)c(C(F)(F)F)c4)c3C[C@H]2CN1C(=O)c1ccccc1	0	?
29	CCNC(=O)NC(=O)C(C)N(C)Cc1cccc(C#N)c1 (stereo unspecified)	0	21%
30	NC(=O)CCNc1ccccc1Cl	6	-4%
31	Cn1c(=O)c2c(ncn2CCNc2ccc(Cl)cc2)n(C)c1=O	-3	59%[activator]
32	COc1ccccc1NC(=O)c1cc(=O)c2cc(C)ccc2o1	1	1%
33	Cc1ccc(C)c(C(NC(=O)c2ccccc2)c2cccnc2)c1 (stereo unspecified)	-3	19%
34	O=C(COc1ccccc1Cl)NC1CCCN(c2ncccn2)C1 (stereo unspecified)	-3	-29%
35	COc1ccc2c(C)c(CCC(=O)N3CCN(C)CC3)c(=O)oc2c1	-5	-6%
36	N#CC1=C(N)OC2=C(C(=O)CCC2)C1c1ccccc1OC(=O)N1CCOCC1 (stereo unspecified)	5	18%
37	COc1ccc(Cl)cc1NC(=O)CCc1ncc(-c2ccc(Cl)cc2)o1	7	73%
38	COc1cccc(-c2ccn[nH]2)c1	-5	?
39	COC(=O)c1cnn(-c2ccc(C(=O)Nc3cccc(Cl)c3C)cc2)c1N	3	0%
40	CC(C)(CNC(=O)c1nn(Cc2ccccc2)c(=O)c2ccccc12)N1CCOCC1	-12	?

Ordered by number of heavy atoms (ascending): 7 of the compounds above.
entry	molecule	LDHA block	12-LOX inh
38	COc1cccc(-c2ccn[nH]2)c1	-5	?
31	Cn1c(=O)c2c(ncn2CCNc2ccc(Cl)cc2)n(C)c1=O	-3	59%[activator]
35	COc1ccc2c(C)c(CCC(=O)N3CCN(C)CC3)c(=O)oc2c1	-5	-6%
37	COc1ccc(Cl)cc1NC(=O)CCc1ncc(-c2ccc(Cl)cc2)o1	7	73%
39	COC(=O)c1cnn(-c2ccc(C(=O)Nc3cccc(Cl)c3C)cc2)c1N	3	0%
36	N#CC1=C(N)OC2=C(C(=O)CCC2)C1c1ccccc1OC(=O)N1CCOCC1 (stereo unspecified)	5	18%
40	CC(C)(CNC(=O)c1nn(Cc2ccccc2)c(=O)c2ccccc12)N1CCOCC1	-12	?

(more compounds)
entry	molecule	LDHA block	12-LOX inh
41	COc1ccc(/C=C/c2nc3c(ccc4ccccc43)s2)c(OC)c1OC	1	-2%
42	COc1ccc(Nc2nc3ccccc3nc2NS(=O)(=O)c2ccccc2)cc1OC	19	-6%
43	O=C(Cc1ccc(F)cc1)Nc1c(NC2CCCCC2)c2ccccc2oc1=O	-1	-11%
44	CCCC(=O)Nc1ccc(-c2nc3ccc(C)cc3o2)cc1	-1	-4%
45	COC(=O)[C@]12CCCCC=C1N(Cc1ccc3c(c1)OCO3)C(=O)[C@H](CC(=O)NCC1CCCCC1)C2	-1	-48%
46	O=C(c1cc(-c2cccs2)nc2ccccc12)N1CCN(C(=O)C2CC2)CC1	-20	8%
47	O=C(Nc1ccc(OC2CCCC2)cc1)c1ccncc1	2	?
48	CCOc1ccc(N(Cc2cc3ccccc3[nH]c2=O)C(=O)C(C)(C)C)cc1	4	14%
49	CN(C)C(CNC(=O)CCc1ncc(-c2ccc(F)cc2)o1)c1ccco1 (stereo unspecified)	3	?
50	CCOc1ccc(C(C)NC(=O)Cn2c(=O)c3c(ncn3C)n(C)c2=O)cc1 (stereo unspecified)	-8	5%
51	O=C(CCCc1c[nH]c2ccccc12)NCC12CC3CC(CC(C3)C1)C2	0	-20%
52	CCN1CCN(c2nc3c(c(=O)[nH]c(=O)n3C)n2CCc2ccc(OC)cc2)CC1	-6	49%[activator]
53	CCCCNC(=O)NCC(=O)NCCC	5	16%
54	C[C@@H](c1ccccc1)N1C[C@@H](COCc2ccccc2)Oc2cc(N3CC[C@@H](O)C3)ccc2S1(=O)=O	1	?
55	O=C(Nc1cc(F)ccc1F)c1cc(C2CC2)nn1-c1ccccc1	?	29%
56	Cc1ccc(COC(=O)Cc2c[nH]c3ccccc23)cc1	8	-24%
57	CCC(C)N(C(=S)Nc1cc(F)cc(F)c1)C1CCN(C(C)=O)CC1 (stereo unspecified)	9	-30%
58	CCOC(=O)c1ccc(-c2ccc(N3C(c4ccsc4)=Cc4ccc(F)cc4C3c3c[nH]c4ccc(C#N)cc34)cc2)cc1F (stereo unspecified)	-6	0%
59	CC(=O)Nc1nc2n(n1)C(c1ccc(Cl)cc1)C=C(c1ccc(Cl)cc1)N2 (stereo unspecified)	-2	?
60	CCNC(=O)NC(=O)C(C)N1CCN(c2ccccc2)CC1 (stereo unspecified)	-7	0%
61	Cc1cc(Sc2nnc(-c3ccc(F)cc3)n2C)nc2c(C)cccc12	7	8%
62	NCCOc1ccc(OCCN)cc1	5	?
63	COc1ccc(Nc2nc3cc(C)ccc3nc2NS(=O)(=O)c2ccc(C)cc2)cc1	-1	9%
64	COc1cc(OC)cc(C(=O)Oc2ccc(Cl)c(C)c2)c1	-22	-22%
65	O=C(CNc1ccc(Br)cc1)N1CCNC1=O	3	-27%
66	COc1ccc(-c2coc3cc(OCC(=O)N4CCN(C(C)=O)CC4)ccc3c2=O)cc1	9	3%
67	NC(=O)NC(=O)COC(=O)c1cc(Cl)cc(Cl)c1	0	7%
68	COc1cccc(-c2ocnc2C(=O)NCc2ccccc2C)c1	-1	-2%
69	CC(C)c1ccc(/C=C(\C#N)C(=O)NC2CCCCC2)cc1	-4	?
70	COc1ccc(C2C3=C(CC(C)(C)CC3=O)Nc3ccccc3N2C(=O)C(F)(F)F)cc1OC (stereo unspecified)	0	-36%
71	Cc1nc(COc2ccccc2C(=O)Nc2nc(-c3ccccc3)cs2)no1	-2	-22%
72	COc1cc2c(cc1OC)CN(Cc1cc(=O)c(OCc3c(Cl)cccc3Cl)co1)CC2	9	-2%
73	CCN(C(=O)Cn1nc(Cc2ccncc2)c2ccccc2c1=O)c1cc(C)ccc1C	0	0%
74	CC(=O)Nc1ccc2[nH]cc(C(C(=O)O)N3CCN(c4nc5c(cc4C#N)CCCC5)CC3)c2c1 (stereo unspecified)	-2	-10%
75	Cc1ccc(-n2nnnc2C2(Nc3ccccc3C)CCCC2)cc1	-1	?
76	Cc1ccc(-c2ccc(=O)n(C(C)C(=O)Nc3c(C)cc(C)cc3C)n2)cc1 (stereo unspecified)	2	?
77	CCCOc1c(OC)cccc1C1CC(=O)Nc2c1c(C)nn2-c1ccc(Cl)nn1 (stereo unspecified)	1	-16%
78	Cc1cccc(Cn2c(=O)c3c(nc(-n4nc(C)c(C)c4C)n3C)n(C)c2=O)c1	-7	16%
79	Cc1sc(N)c(C#N)c1-c1ccc(CC(C)C)cc1	9	?
80	COc1cccc(C(=O)COC(=O)c2ccc3c(c2)OCO3)c1	4	-13%
81	CC(CC(=O)O)c1ccc(C(F)(F)F)cc1 (stereo unspecified)	-4	6%
82	CN(C)CCCN(C(=O)c1cccc(Br)c1)c1nc2c(F)cc(F)cc2s1	-5	-13%
83	CC(=O)NCc1cc(C)cc2c(C)c(C)[nH]c12	4	-12%
84	CC1CCC[C@@]2(CCc3cc4c5c(c(=O)oc4cc3O2)CCC5)C1 (stereo partly specified)	9	-1%
85	O=C(NCc1ccccc1)C1CCCN(C(=O)c2ccc3cc[nH]c3c2)C1 (stereo unspecified)	-5	18%
86	Cn1nc(C(=O)OCCOc2ccc(Br)cc2)c2ccccc2c1=O	1	?
87	CC(NC(=O)CCC1CCCCC1)C1CCCO1 (stereo unspecified)	1	-17%
88	Cc1ccccc1NC(=O)CSc1nnc(C(C)N2C(=O)COc3ccccc32)n1C (stereo unspecified)	7	-24%
89	Cc1ccccc1-c1noc(-c2ccc(Br)cc2)n1	-3	0%
90	C=CCN(Cc1ccccc1F)C(=O)Cc1nn(C)c(=O)c2ccccc12	5	-1%

(more compounds)
entry	molecule	LDHA block	12-LOX inh
91	N#Cc1ccc(OCC(=O)c2ccc3c(c2)OCCO3)cc1	2	-8%
92	COc1ccc(NC(=O)CSc2nnc(Cc3cccs3)n2Cc2ccco2)cc1	4	?
93	Cc1ccc(CN(C)C(=O)Cc2c[nH]c3ccccc23)cc1	2	5%
94	Cc1c(CCC(=O)N2CCCC2)c(=O)oc2c(C)c(O)ccc12	19	18%
95	C#Cc1cccc(NCC(=O)N2CCCCCCC2)c1	-1	?
96	Cc1ccc(Nc2nnc(Cc3ccccc3)c(=O)[nH]2)cc1Cl	-1	0%
97	COc1ccc(N2CC(NC(=O)Nc3nc4c(C)cccc4s3)CC2=O)cc1 (stereo unspecified)	4	-5%
98	CNS(=O)(=O)c1cc(C(=O)NCc2coc(-c3cccs3)n2)cc(C)c1C	-3	-4%
99	C/C(=N/NC(=O)C1CCC(C(C)(C)C)CC1)C1CC2CCC1C2 (stereo unspecified)	-1	16%
100	CCC(C)C(NC(=O)C(C)NC(=O)CNC(=O)CNC(=O)OCc1ccccc1)C(N)=O (stereo unspecified)	-1	?
101	Cc1ccc(NS(=O)(=O)c2cc(C)c(C(=O)O)s2)cc1C(F)(F)F	3	-1%
102	CCCCn1nnnc1C1(C)CCC(=O)N1Cc1cccc(F)c1 (stereo unspecified)	-4	?
103	COc1cc(/C=C(/C#N)c2nc3ccccc3[nH]2)cc(Cl)c1OC	1	?
104	CSc1ccc(C2SCC(=O)N2c2ccc(Br)cc2)cc1 (stereo unspecified)	11	-5%
105	O=C(NCCc1cccc(O)c1)Nc1ccc(F)cc1F	6	-26%
106	COc1cc(OC)cc(OC(C)C(=O)Nc2ccc(F)cc2)c1 (stereo unspecified)	-2	-17%

Source: PubChem (National Center for Advancing Translational Sciences (NCATS))
